Source: PubChem (several laboratories)
HTR5A ag = HTR5A agonists in luminescence cell assay, primary screen, counter-screen for OPRM1-OPRD1 heterodimer agonist project, full-deck HTS. 5-hydroxytryptamine receptor 5A (Homo sapiens), P47898. cell-based. activation, % at 9.3 µM. 340,000 compounds, 0.61% hits; in the data active means activation mostly above about 9.5%, no sharp cut-off; inactive means mostly below about 7.6%;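 further: 0% = cells with vehicle only and 100% = reference agonist; strong numbers were not always called active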
Target sequence (P47898 whole entry, looked up): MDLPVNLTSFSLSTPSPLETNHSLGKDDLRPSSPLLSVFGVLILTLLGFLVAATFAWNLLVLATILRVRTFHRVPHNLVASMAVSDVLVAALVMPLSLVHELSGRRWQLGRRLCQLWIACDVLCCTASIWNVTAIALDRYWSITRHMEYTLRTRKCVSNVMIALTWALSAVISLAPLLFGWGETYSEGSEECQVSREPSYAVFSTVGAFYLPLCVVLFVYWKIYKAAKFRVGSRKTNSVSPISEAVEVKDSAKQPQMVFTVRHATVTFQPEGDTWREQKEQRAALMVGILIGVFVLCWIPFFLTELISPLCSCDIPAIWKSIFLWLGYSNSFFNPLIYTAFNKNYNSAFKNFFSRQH
Cardiac RTF inh = cardiac RTF calcium sensitivity inhibitors, primary screen, biochemical, IANBD-TnC fluorescence, EC70 calcium. IANBD-labeled cardiac RTF, Ca2+ fluorescence. 340,000 compounds, 0.12% hits. inhibition, % at 7.15 µM. Troponin I, cardiac muscle (Homo sapiens) + Troponin T, cardiac muscle (Homo sapiens) + …;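 active means inhibition above the mean inhibition of all tested compounds plus 3 SD, cut at about 17% in these data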;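 further: assay run at fixed EC70 calcium of 1.6 mM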
HTR5A inv ag = HTR5A inverse agonists in luminescence cell assay, primary screen, counter-screen for OPRM1-OPRD1 heterodimer inverse agonist project, full-deck HTS; HTR5A cell line, inverse agonism; 340,000 compounds, 0.083% hits; inhibition, % at 9.3 µM; in the data active means inhibition mostly above about 23%, no sharp cut-off; inactive means mostly below about 18%;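 further: 0% = cells with DMSO and 100% = no-cell wells with DMSO; some compounds called inactive have numbers as strong as hits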
OPRM1-OPRD1 inv = inverse agonists of MOR-DOR heterodimerization, primary screen, cell-based, luminescence. Mu-type opioid receptor (Homo sapiens) + Delta-type opioid receptor (Homo sapiens), …. cell-based MOR-DOR heterodimer luminescence, inverse agonism. inhibition, % at 9.3 µM. 340,000 compounds, 0.21% hits; in the data active means inhibition above about 22%, passing the limit was not always enough;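 further: 0% = cells with DMSO and 100% = wells without cells with DMSO; values of inactives mirror those of a sister screen read the other way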
Target sequence (P35372 whole entry, looked up): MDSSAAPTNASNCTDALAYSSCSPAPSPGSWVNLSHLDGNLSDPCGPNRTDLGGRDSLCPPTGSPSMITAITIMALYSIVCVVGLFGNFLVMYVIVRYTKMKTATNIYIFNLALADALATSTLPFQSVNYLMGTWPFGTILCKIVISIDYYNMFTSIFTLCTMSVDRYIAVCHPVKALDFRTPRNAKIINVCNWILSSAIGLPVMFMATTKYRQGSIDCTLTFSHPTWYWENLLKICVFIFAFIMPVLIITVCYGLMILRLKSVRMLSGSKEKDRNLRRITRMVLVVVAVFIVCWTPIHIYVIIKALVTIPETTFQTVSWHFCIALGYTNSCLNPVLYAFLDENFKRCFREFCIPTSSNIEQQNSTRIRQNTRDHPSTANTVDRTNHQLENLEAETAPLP
Target sequence (P41143 whole entry, looked up): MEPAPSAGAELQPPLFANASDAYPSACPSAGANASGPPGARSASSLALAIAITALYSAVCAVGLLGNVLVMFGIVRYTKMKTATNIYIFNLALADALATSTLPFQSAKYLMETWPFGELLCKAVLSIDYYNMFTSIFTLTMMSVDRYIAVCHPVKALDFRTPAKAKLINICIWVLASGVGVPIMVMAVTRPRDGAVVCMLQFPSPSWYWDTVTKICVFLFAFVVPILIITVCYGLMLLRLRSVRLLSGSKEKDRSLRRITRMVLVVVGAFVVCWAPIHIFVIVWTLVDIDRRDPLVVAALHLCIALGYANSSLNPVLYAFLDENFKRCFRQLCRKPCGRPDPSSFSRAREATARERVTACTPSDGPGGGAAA
Keap1-Nrf2 PPI = Keap1-Nrf2 protein-protein interaction inhibitors, primary screen, biochemical, fluorescence polarization, single point; Keap1 Kelch-Nrf2 peptide fluorescence polarization, 1536-well; inhibition, % at 9.4 µM; 340,000 compounds, 0.15% hits; AID 504523, 2011; in the data active means inhibition above about 12%;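 further: human Keap1 Kelch domain with fluorescein labeled Nrf2 9mer peptide probe; 0% = neutral control wells and 100% = peptide positive control; higher means more block of Keap1 binding to Nrf2 peptide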
CAL PDZ FP = untagged CAL PDZ binding inhibitors, primary screen, biochemical, fluorescence polarization, HTS | AID 602252, 2012 | inhibition, % at 24.9 µM | purified CAL PDZ, TMR-peptide fluorescence polarization, 1 h | 300,000 compounds, 0.92% hits;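 active means mean inhibition of at least 30% with at least half of replicates also reaching 30%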;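 further: 0% = DMSO neutral control and 100% = excess unlabeled competitor peptide PRC23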
RTF Ca sens act = cardiac RTF calcium sensitivity activators, primary screen, biochemical, IANBD-TnC fluorescence, EC20 calcium | Troponin I, cardiac muscle (Homo sapiens) + Troponin T, cardiac muscle (Homo sapiens) + … | IANBD-labeled TnC RTF fluorescence at EC20 calcium; 0% EC20 calcium, 100% full calcium | activation, % at 7.2 µM | 340,000 compounds, 0.24% hits | AID 493008, 2010;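 active means activation above the mean over all tested compounds plus 3 SD, cut at about 30% in these data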;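 further: rise in fluorescence read as greater calcium sensitivity of cardiac thin filaments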
V-ATPase pH = regulators of yeast V-ATPase proton pumping, primary screen, pHLuorin cytosolic pH fluorescence. S. cerevisiae. response, % at 10 µM. 350,000 compounds, 0.37% hits. AID 504577, 2011; in the data active means response mostly above about 7.3%, no sharp cut-off; inactive means mostly below about 5.4%; further: actives read high; inactives centre near 0; some compounds called inactive have numbers as strong as hits; reference of the scale not given here
LANA DNA inh = inhibitors of KSHV C-LANA binding to DNA, primary screen, biochemical, fluorescence polarization, FAM-LBS DNA, MBP-C-LANA, single point | 340,000 compounds, 0.078% hits | AID 504423, 2011 | inhibition, % at 9 µM | Kaposi's sarcoma herpesvirus LANA C-terminal domain (residues 932-1162) DNA binding;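 active means highest replicate inhibition at or above 60% at 9 µM, even if other replicates fall short; inactive means all replicates below 60% inhibition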;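 further: 0% = neutral control wells and 100% = 4 µM acridine orange control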
OPRM1-OPRD1 ag = agonists of OPRM1-OPRD1 heterodimerization, primary screen, cell-based, luminescence | activation, % at 9.3 µM | 340,000 compounds, 0.3% hits | cells; in the data active means activation above about 18%;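 further: 0% = vehicle-treated cells and 100% = reference agonist; values of inactives mirror those of a sister screen read the other way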
An asterisk follows results filed as active; . = no result given.

SMILES | HTR5A ag | Cardiac RTF inh | HTR5A inv ag | OPRM1-OPRD1 inv | Keap1-Nrf2 PPI | CAL PDZ FP | RTF Ca sens act | V-ATPase pH | LANA DNA inh | OPRM1-OPRD1 ag
COc1ccc(Cl)cc1C(=O)NCc1ccco1 | -2.4 | -2.8 | 6.5 | 13.7 | -3.0 | -7.2 | 4.2 | -2.3 | -2.4 | -2.6
CSc1nsc(SCC(=O)NCc2ccc(C)cc2)n1 | -0.9 | -3.5 | 21.4 | 9.6 | 1.5 | 71.1* | -1.5 | -1.0 | -1.2 | -1.7
COc1ccc(-c2cc3cc4c(cc3cn2)OCO4)cc1 | -0.2 | 8.2 | 8.9 | 2.9 | -5.9 | -1.6 | 5.4 | 1.1 | -2.2 | -0.5
CCOC(=O)N1CCN(C(=O)CSc2nnc(-c3c[nH]c4ccccc34)n2CCOC)CC1 | 3.4 | -10.8 | -39.2 | -11.6 | -5.7 | 0.1 | 0.3 | 1.0 | -0.8 | 2.1
CC(NC(=O)C1CCN(C(=O)[C@@H]2Cc3ccccc3CN2)CC1)c1ccccc1 (some centres not stated) | 5.5 | -0.4 | -30.7 | 7.2 | -1.3 | -3.5 | -5.0 | 1.0 | 0.3 | -1.3
CCC1Sc2ccc(S(=O)(=O)CCC(=O)Nc3ccccc3Br)cc2NC1=O (configuration not stated) | 1.8 | -5.3 | 14.8 | 13.2 | -1.3 | -3.0 | 3.5 | 4.5 | -1.1 | -2.6
COc1cccc(C(=O)OCC(=O)c2ccc(Br)s2)c1 | 0.6 | -0.1 | -1.5 | -19.9 | -2.6 | . | 3.4 | 4.7 | 0.4 | 4.9
CCOc1ccc(Br)cc1S(=O)(=O)N1CCC(C(=O)O)CC1 | -0.2 | -5.4 | 0.5 | 16.2 | -1.1 | 3.0 | 2.3 | 0.2 | -0.6 | -3.2
COc1ccccc1/C=C/C(=O)OCC(=O)Nc1ccc(Cl)cn1 | -2.3 | 6.6 | 6.2 | -1.9 | 1.1 | 7.8 | -6.0 | -0.8 | 0.0 | 0.3
O=C(Nc1ccc(S(=O)(=O)N2CCCC2)cc1)C1CC(=O)N(CCc2ccc(F)cc2)C1 (configuration not stated) | -1.7 | -5.9 | 4.3 | 13.2 | -2.7 | -0.8 | -4.8 | 1.5 | -0.6 | -3.4
Cc1ccc2c(c1)[nH]c1c(=O)n(CCN3CCCCC3)cnc12 | -5.7 | 1.1 | 13.7 | 13.1 | 2.1 | -5.0 | 5.5 | 1.2 | 0.6 | -3.1
O=c1nc2s/c(=C\c3ccco3)c(=O)n2nc1Cc1ccc(F)cc1 | 4.8 | -9.4 | -9.6 | 9.7 | 3.9 | -11.4 | -3.7 | -0.5 | 0.2 | -1.9
COC(=O)C1=C(C)N(Cc2ccccc2)C(=NCCc2ccccn2)N[C@H]1c1cccc(F)c1 | -1.9 | -5.1 | -22.3 | 13.9 | -3.3 | 1.8 | 8.6 | -3.0 | -0.3 | -2.6
Cc1ccc(C)c(S(=O)(=O)N2CCN(C(=O)c3cncc(Br)c3)CC2)c1 | 1.3 | -3.1 | 4.1 | 3.4 | -1.4 | -4.5 | -3.4 | 2.2 | -0.2 | -0.5
OCCCc1cn(CC2CCCCC2)nn1 | 5.9 | -0.8 | -7.3 | 7.2 | -9.4 | -3.4 | 11.0 | 5.1 | 2.8 | -1.6
COc1ccc(N2C(S)=C(C#N)C(=O)NC2c2ccc(OC)c(OC)c2)cc1 (configuration not stated) | -3.0 | -20.9 | 8.4 | 11.3 | -4.2 | -3.1 | 5.0 | -0.6 | -2.3 | -2.0
COC(=O)c1cc(OC(=O)CCc2ccc(OC)c(OC)c2)cc(C(=O)OC)c1 | 0.0 | -1.0 | 0.1 | 5.8 | 1.4 | . | -3.2 | -2.7 | 0.1 | -0.8
Cn1c(CN2CCN(c3ccccc3NS(C)(=O)=O)CC2)nc2ccccc21 | -3.0 | -6.9 | 11.1 | -68.0 | 1.0 | 0.3 | -0.6 | -2.5 | -1.8 | 13.6
O=C(NCCCn1ccnc1)C(=O)NCC1OCCCN1S(=O)(=O)c1ccc(Cl)cc1 (configuration not stated) | -1.3 | -14.9 | 6.4 | 7.2 | 0.4 | -6.2 | -3.1 | -3.4 | 0.2 | -1.4
Cc1cccc(OCC(=O)NC(=S)Nc2ccccc2N2CCOCC2)c1C | -3.7 | 0.6 | 13.6 | -3.0 | -1.7 | 3.8 | -2.7 | 3.0 | -1.2 | 0.6
CN(CC(=O)Nc1ccccc1N1CCCC1)S(=O)(=O)c1ccc(F)cc1 | -3.8 | 1.7 | 10.2 | 0.9 | 3.7 | 0.4 | -3.2 | 3.0 | 1.7 | -0.2
CCOc1ccc(N=C2SC(C(=O)O)CC(=O)N2C)cc1 (configuration not stated) | 1.6 | 0.8 | 7.5 | 13.4 | 0.2 | 4.6 | -1.4 | -0.2 | -1.0 | -2.7
CCC(CO)Oc1cc(NCc2cccc(Cl)c2)c2ncn(C(C)C)c2c1 (configuration not stated) | 6.1 | -6.0 | -88.1 | -42.8 | -6.1 | 0.2 | 2.7 | 3.0 | 0.2 | 7.6
O=C(NC(=S)NC1C2CC3CC(C2)CC1C3)C12CC3CC(CC(C3)C1)C2 (configuration not stated) | 6.0 | -4.4 | -9.2 | 12.0 | -3.9 | 1.4 | -3.7 | -2.6 | -2.1 | -2.3
C[C@]12C=CC(=O)C=C1CC[C@H]1[C@@H]3C[C@@H](O)[C@](O)(C(=O)CO)[C@@]3(C)C[C@H](O)[C@@]12F | 3.6 | 1.2 | 24.8 | 9.3 | -0.4 | -4.0 | 9.9 | -0.8 | 0.5 | -1.7
CCOc1cccc(-c2c(C(=O)N/N=C/c3ccc(C)s3)nnn2-c2nonc2N)c1 | -4.0 | -4.3 | 3.8 | 2.4 | -6.3 | 17.1 | 0.5 | 2.0 | 0.5 | -0.5
CCc1ccccc1NC(=O)Cn1cccc1C1=NC(c2ccccc2)CO1 (configuration not stated) | 0.0 | 1.0 | 4.5 | -12.2 | -2.4 | -0.7 | -6.6 | -1.1 | 1.4 | 2.3
Oc1ccccc1CN1CCN(C(O)(c2ccccc2)c2ccccc2)CC1 | -2.4 | 0.5 | 8.8 | -7.7 | -7.4 | -4.5 | -3.0 | 3.9 | -1.5 | 1.6
COc1ccc(C(=O)Nc2ccc3ccccc3n2)cc1OC | -2.8 | 1.2 | 18.6 | 4.8 | -3.6 | . | -2.0 | 0.9 | 2.8 | -0.9
O=C1C2CCCN2C(=O)N1CCN1CCN(c2ccccc2)CC1 (configuration not stated) | -0.3 | -4.1 | 2.0 | 23.4 | -2.6 | 0.8 | 9.0 | 1.3 | -0.3 | -4.6
Cc1cc(C)nc(/N=C(\N)Nc2ccc(C)c([N+](=O)[O-])c2)n1 | -0.2 | -1.3 | -2.6 | 10.4 | -0.4 | -1.7 | 5.8 | -0.2 | 0.7 | -1.8
CS(=O)(=O)c1ccc(NC(=O)CCCc2nc3ccccc3c(=O)[nH]2)cc1 | -2.6 | -2.4 | 7.1 | 14.4 | -6.6 | -1.3 | 0.6 | -3.9 | -2.2 | -2.8
CSc1ccc(-c2nc(CSCC(=O)NCCCN3CCOCC3)c(C)o2)cc1 | 5.5 | -10.2 | 3.0 | 15.3 | -2.8 | -1.2 | -7.8 | -1.9 | 1.6 | -2.8
COc1ccc(C(=O)OCC(=O)NCCN2C(=O)CSC2=O)cc1 | -1.1 | 1.9 | 2.8 | 0.4 | 5.2 | -1.1 | 2.6 | -2.3 | -1.8 | -0.1
O=C(Nc1cccnc1)c1ccc(CSc2ccccc2)cc1 | 4.6 | 11.0 | -13.0 | -28.8 | -1.8 | -1.6 | 7.1 | -0.3 | -0.7 | 5.7
CN1CCN(c2ccc(-c3ccnn3C(=O)Nc3cccc(C(F)(F)F)c3)cc2)CC1 | 5.3 | -9.8 | -13.9 | 4.2 | 0.3 | -2.1 | -6.6 | -4.3 | -0.3 | -0.8
Cc1nn(CC(=O)Nc2c(C)n(C)n(-c3ccccc3)c2=O)c(C)c1[N+](=O)[O-] | 3.7 | 2.3 | 2.4 | 17.1 | -3.2 | 0.6 | -4.7 | -2.6 | -1.1 | -3.8
Cc1nc2cc(C(=O)N3CCN(C)CC3)ccc2n1C | -2.1 | -5.5 | 5.8 | 1.3 | -0.9 | -6.3 | 0.5 | -2.5 | 0.7 | -0.3
O=C(c1ccccc1)C(C(=O)N1CCc2ccccc2C1)n1ccccc1=O (configuration not stated) | -4.1 | -22.4 | 10.3 | 20.1 | -0.8 | 6.4 | 1.0 | -1.0 | -0.4 | -3.8
O=C(Nc1nc2c(s1)CN(Cc1ccccc1)CC2)c1cccc(S(=O)(=O)N2CCc3ccccc32)c1 | 1.2 | -74.1 | -0.1 | 4.5 | -5.6 | -2.0 | 67.4* | 6.2 | 8.8 | -0.8

Entries from the list above with an NH in an aromatic ring:
SMILES | HTR5A ag | Cardiac RTF inh | HTR5A inv ag | OPRM1-OPRD1 inv | Keap1-Nrf2 PPI | CAL PDZ FP | RTF Ca sens act | V-ATPase pH | LANA DNA inh | OPRM1-OPRD1 ag
CCOC(=O)N1CCN(C(=O)CSc2nnc(-c3c[nH]c4ccccc34)n2CCOC)CC1 | 3.4 | -10.8 | -39.2 | -11.6 | -5.7 | 0.1 | 0.3 | 1.0 | -0.8 | 2.1
Cc1ccc2c(c1)[nH]c1c(=O)n(CCN3CCCCC3)cnc12 | -5.7 | 1.1 | 13.7 | 13.1 | 2.1 | -5.0 | 5.5 | 1.2 | 0.6 | -3.1
CS(=O)(=O)c1ccc(NC(=O)CCCc2nc3ccccc3c(=O)[nH]2)cc1 | -2.6 | -2.4 | 7.1 | 14.4 | -6.6 | -1.3 | 0.6 | -3.9 | -2.2 | -2.8

(continued)
SMILES | HTR5A ag | Cardiac RTF inh | HTR5A inv ag | OPRM1-OPRD1 inv | Keap1-Nrf2 PPI | CAL PDZ FP | RTF Ca sens act | V-ATPase pH | LANA DNA inh | OPRM1-OPRD1 ag
O=C(Nc1ccc(-c2nc3ccccc3[nH]2)cc1)c1ccc(N2C(=O)CCC2=O)cc1 | 5.9 | -6.0 | 16.4 | 9.3 | 1.5 | -2.2 | 7.0 | 4.3 | 0.4 | -1.9
CC(=O)Nc1ccc(S(=O)(=O)N2CCC(NC(=O)C(Cc3ccccc3F)NC(C)=O)CC2)cc1 (configuration not stated) | -0.1 | -9.7 | 9.6 | 5.8 | -2.5 | 6.4 | -4.8 | 0.0 | -0.4 | -0.8
CCCOC(=O)C1[C@H]2C(=O)N(CC3CCCO3)C[C@]23C=C[C@H]1O3 (some centres not stated) | 1.9 | -3.5 | -6.9 | 18.4 | -1.6 | -4.2 | -3.2 | 0.4 | -0.5 | -3.4
COc1ccc(NC(=O)C2CCCN2C(=O)Nc2cccc(F)c2)cc1 (configuration not stated) | 7.0 | 6.8 | -19.9 | 12.7 | -4.1 | -1.8 | -1.2 | 1.6 | 0.9 | -2.3
